Screening data: PubChem BioAssay, National Center for Advancing Translational Sciences (NCATS)
Tb PYK inh: inhibitors of Trypanosoma brucei pyruvate kinase; Q57TT1; TbPYK enzyme, Kinase-Glo Plus ATP luminescence, 45 min; Potency, µM (titrated, usually from 76.8 µM), for the others: at the highest dose activity, negative = inhibition, most hits filed as inhibitors; actives 0.12% (n = 410,000); AID 624173; further: potency means the concentration at half of the fitted maximal effect; on the % scale 0 is the no-effect control and ±100 the full control effect; nearly all actives have a fitted effect of over 50% in size
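Activity of T. brucei pyruvate kinase was followed by Kinase-Glo Plus luminescence after the enzyme reacted 45 min at room temperature with 130 uM ADP (final) and substrate. Test compounds were added before ADP at multiple concentrations.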
Shiga inhibitor: Shiga toxin inhibition. Vero cells, Shiga toxin protein synthesis inhibition reporter. inhibition, % at 38.7 µM. actives 9.2% (n = 290,000); in the data active means inhibition mostly above about 28%, no sharp cut-off; inactive means mostly below about 43%; further: 0% is about no effect
LmPK inhibitor: inhibitors of Leishmania mexicana pyruvate kinase. Q27686. purified LmPK, Kinase-Glo ATP luminescence, 1 h. Potency, µM (top dose mostly 57.5 µM), for the others: at the top dose activity change, negative = inhibition, usual class: inhibitors. actives 0.37% (n = 290,000); further: potency means the concentration at half of the fitted maximal effect; on the % scale 0 is the no-effect control and ±100 the full control effect
Target sequence (Q27686 whole entry, looked up): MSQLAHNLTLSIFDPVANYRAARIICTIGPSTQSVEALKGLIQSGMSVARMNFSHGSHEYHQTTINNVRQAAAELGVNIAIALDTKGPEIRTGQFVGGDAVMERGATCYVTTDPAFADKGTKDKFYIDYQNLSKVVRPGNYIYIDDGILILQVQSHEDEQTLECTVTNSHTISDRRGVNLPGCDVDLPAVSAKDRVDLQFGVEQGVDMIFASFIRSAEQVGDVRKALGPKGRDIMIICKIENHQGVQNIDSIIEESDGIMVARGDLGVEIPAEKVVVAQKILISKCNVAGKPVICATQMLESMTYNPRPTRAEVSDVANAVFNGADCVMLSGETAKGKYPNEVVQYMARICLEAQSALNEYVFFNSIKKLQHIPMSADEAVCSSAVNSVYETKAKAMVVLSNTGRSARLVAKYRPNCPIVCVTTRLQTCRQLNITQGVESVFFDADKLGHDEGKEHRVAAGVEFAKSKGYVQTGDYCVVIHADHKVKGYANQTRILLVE
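Kinase-Glo luminescence read after 1 h RT reaction of 0.1 nM LmPK with 0.5 mM PEP and 0.1 mM ADP. Activity scaled between uninhibited and enzyme-free controls.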
Pf growth 48h: inhibits P. falciparum growth in the first generation, 48 h; P. falciparum luciferase growth in erythrocytes, 48 h; Potency, µM (top dose mostly 28.7 µM), without a hit: at the top dose activity change, negative = inhibition, most hits filed as inhibitors; actives 5.9% (n = 310,000); further: potency means the concentration at half of the fitted maximal effect; on the % scale 0 is the no-effect control and ±100 the full control effect
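Here the parasites carry a stable luciferase gene and grow inside erythrocytes in Albumax-based RPMI medium with compound for one erythrocytic cycle. Activity is scored as loss of luminescent signal.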
AMA1 RON2 block: disrupts binding of P. falciparum AMA1 to RON2 | AlphaScreen AMA1-biotinylated RON2 peptide binding | Potency, µM (titrated, usually from 58.2 µM), for the others: at the highest dose activity change, negative = inhibition, hits mostly inhibitors | actives 0.2% (n = 360,000);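 further: potency means the concentration at half of the fitted maximal effect; 0% = vehicle wells and -100% = peptide control; nearly all actives have a fitted effect of over 45% in size; some results filed as inactive show a strong effect at the top dose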
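AMA1 (3D7) with his tag at 25 nM final met compounds first, then biotinylated RON2 peptide at 25 nM; detection used donor plus acceptor beads, 10 µg/mL apiece, read by AlphaScreen after 30 min at room temperature.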
Pf growth 96h: P. falciparum growth inhibition at 96 hour, primary screen for plastid delayed-death inhibitors; P. falciparum luciferase reporter growth, 96 h; Potency, µM (doses to about 28.7 µM), for inactives: at the highest dose activity change, negative = inhibition, hits mostly inhibitors; actives 6.9% (n = 320,000); AID 504834; further: potency means the concentration at half of the fitted maximal effect; on the % scale 0 is the no-effect control and ±100 the full control effect
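Two-generation exposure (96 h) targets delayed-death phenotype. Reporter parasites carrying integrated firefly luciferase, in red cells at 2% hematocrit and 0.05% parasitemia final, kept at 37 C, 5% CO2; luminescence loss indicates inhibition.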
Cycloheximide cs: counter-screen hit for Shiga toxin inhibitors, cycloheximide; cell reporter, cycloheximide protein synthesis inhibition counterscreen; max response, %; actives 12% (n = 300,000); in the data active means max response mostly above about 13%, no sharp cut-off; inactive means mostly below about 14%; further: read at 38.3 µM for the half of the compounds with a filed dose; 0% is about no effect
Active calls of the source: *; u = inconclusive; x = not tested or not shown; [ ] = another dose, or the depositor's remark. Unless noted, the call rests on the fitted dose curve; in most records, active means well fitted curve in the direction sought with a large enough effect; inconclusive means small, poorly fitted or top-dose-only effect, or another doubt; inactive means no such curve, though single readings can be large; an effect the other way counts as inactive or inconclusive.

Molecule | Tb PYK inh | Shiga inhibitor | LmPK inhibitor | Pf growth 48h | AMA1 RON2 block | Pf growth 96h | Cycloheximide cs
COCCn1c(=NC(=O)CCS(=O)(=O)c2ccccc2)sc2cc(C(=O)OC)ccc21 | 2% | 27 | 1% | 1% | -8% | 8% | -1
COCCNc1nc2nonc2nc1N1C[C@H]2CC[C@H]1C2 | 4% | -13 | -1% | 12% | 0% | 10µM* | 1
COc1cccc(NC(=O)CSc2nnc(CN3CCOCC3)n2C)c1 | 3% | -13 | 3% | 8% | -1% | 67%[activator] | -7
O=C(NCCCN1CCCC1=O)c1csc2ccccc12 | 1% | 17 | -2% | 16% | -3% | x | 12*
O=[N+]([O-])c1cc(C(F)(F)F)cc([N+](=O)[O-])c1NCCCNc1ccc([N+](=O)[O-])c2cccnc12 | 1% | -11 | -1% | u | u | 4.1µM* | -7
S=C(Nc1ccc(Cl)c(Cl)c1)NN1CCOCC1 | -4% | -11 | -1% | -11% | 44%[activator] | 32%[activator] | -8
CCCn1c(NCc2ccco2)nc2c1c(=O)n(C)c(=O)n2C | 2% | -9 | 0% | 4% | -10% | -12% | -2
Cc1ccc(-c2nc(P(=O)(c3ccccc3)c3ccccc3)c(N3CCOCC3)o2)cc1 | 5% | 13 | -2% | 10µM* | -9% | 10µM* | -6
N/C(Cn1cncn1)=N\NC(=O)C(=O)Nc1ccc(Cl)cc1Cl | 0% | -7 | -2% | 32%[activator] | 92%[activator] | u | -2
CC(=O)c1ccc2noc(-c3ccc(Cl)cc3)c2c1 | -2% | 15 | 8% | -7% | -13% | -2% | -3
CCOC(=O)C1Cc2ccccc2CN1 (centres undefined) | 4% | 7 | -3% | 10% | -1% | -1% | -3
CCCCN1C(=O)NC(=O)C2(Cc3c(nc4c(C)cccn4c3=O)N3CCc4ccccc4C32)C1=O (centres undefined) | -2% | -4 | 1% | 9.3µM* | -1% | 0% | -3
COc1ccc(CCNC(=O)C(=O)N2CCCCC2)cc1OC | 3% | 7 | -8% | 34%[activator] | -19% | -9% | -1
Fc1ccc(-c2cc(C(F)(F)F)nc(NCc3cccs3)n2)cc1 | 5% | -7 | 1% | u | 4% | u | -3
COc1ccc(NC(=O)COC(=O)/C=C/C(=O)OCC(=O)Nc2ccc(OC)c(Cl)c2)cc1Cl | -17% | 10 | 1% | 23% | 17% | 1% | 6
Cc1ccccc1CN1CCc2c(OCC(=O)N3CCCc4ccccc43)cccc2C1=O | -2% | 13 | 2% | u | -6% | 15µM* | 1
Cc1cc(C)n2ncc(S(=O)(=O)c3ccccc3)c2n1 | -3% | 2 | 5% | 0% | -15% | u | -5
CCOc1ncccc1C(=O)OC(C)C(=O)NC(=O)NC1CCCCC1 (centres undefined) | -2% | -3 | -1% | -11% | 1% | u | -2
COc1ccc(-n2c(N)c(C(=O)Nc3c(C)n(C)n(-c4ccccc4)c3=O)c3nc4ccccc4nc32)cc1 | -2% | -5 | -1% | 4.7µM* | 2% | 1.7µM* | -3
O=C(Nc1ccccc1C(F)(F)F)N1CCC(n2c(=O)[nH]c3ccccc32)CC1 | 2% | -5 | -3% | -17% | 9% | -10% | -3
CCN1C2=C(C(=O)CCC2)C(c2ccc(O)c(Br)c2)C2=C1CCCC2=O | -3% | -9 | 1% | -19% | -14% | 143%[activator][5.75 µM] | 12
C=CCNC(=S)N1CCC(C(=O)c2ccc(Cl)cc2)CC1 | -10% | 11 | -2% | 0% | 58%[activator] | 9.3µM* | -2
Cc1cccc(NC(=O)/C(=C\c2ccc([N+](=O)[O-])o2)NC(=O)c2ccc(Cl)cc2)c1 | -8% | 7 | 18% | u | 0% | -13% | 2
Cc1ccc(/C=N/NC(=O)c2cc3c(ccc4ccccc43)o2)o1 | 1% | 3 | 2% | 1% | 44%[activator] | -15% | 3
Cc1ccc(NC(=O)CCCC(=O)O)c(Br)c1 | -3% | -5 | -10% | -2% | 19% | 137%[activator] | -4
Cc1cc(C)n2nc(CC(=O)NC3CCCCCC3)nc2n1 | 2% | -6 | -5% | 0% | 6% | 19% | 1
C/C(=N/NC(=O)CC(=O)N/N=C(\C)c1ccc([N+](=O)[O-])cc1)c1ccc([N+](=O)[O-])cc1 | 2% | -6 | 5% | u | 35%[activator] | 31%[activator] | -1
CN1CCN(CCCNC(=O)c2ccc(NC(=O)C3=CSCCO3)cc2)CC1 | 5% | 13 | 3% | 26% | -4% | u | 2
O=C(CN1CCN(C(=O)c2ccco2)CC1)Nc1ccc(F)cc1F | 2% | 36* | 4% | -2% | 11% | u | 24*
COc1cccc(CNC(=O)c2ccccc2N)c1 | 3% | 49 | 2% | 12% | 4% | 17% | 7
C/C(CC(=O)N1CCN(C=O)CC1)=N\NC(=O)c1cc2ccccc2cc1O | 5% | 5 | 5% | -10% | 35%[activator] | -9% | 2
Cc1cc(C)n(CC(=O)N2CCc3ccccc32)c(=O)c1C#N | 0% | -1 | -6% | -8% | 0% | 14% | 6
CC1Cc2ccccc2N1C(=O)CSc1nc(N)cc(=O)[nH]1 (centres undefined) | x | -11 | -2% | x | x | -5% | -9
CCc1ccc(NC(=S)N(Cc2cccc(Br)c2)CC2CCC(C(=O)O)CC2)cc1 (centres undefined) | -1% | 33 | -6% | -10% | 15% | 18% | 21
CCN(Cc1ccncc1)C(=O)c1ccccc1NS(=O)(=O)c1ccc(F)cc1 | -6% | -15 | 1% | 9% | 2% | 38%[activator] | 6
Cc1ccc(/C=C2\NC(=S)NC2=O)cc1[N+](=O)[O-] | -14% | -6 | -3% | 13% | -7% | 85%[activator] | 1

Filtered by structure: the entries above containing a COOH group (2)
Molecule | Tb PYK inh | Shiga inhibitor | LmPK inhibitor | Pf growth 48h | AMA1 RON2 block | Pf growth 96h | Cycloheximide cs
Cc1ccc(NC(=O)CCCC(=O)O)c(Br)c1 | -3% | -5 | -10% | -2% | 19% | 137%[activator] | -4
CCc1ccc(NC(=S)N(Cc2cccc(Br)c2)CC2CCC(C(=O)O)CC2)cc1 (centres undefined) | -1% | 33 | -6% | -10% | 15% | 18% | 21

(list continues)
Molecule | Tb PYK inh | Shiga inhibitor | LmPK inhibitor | Pf growth 48h | AMA1 RON2 block | Pf growth 96h | Cycloheximide cs
CCOc1ccccc1NC(=O)C(OC(=O)c1ccccc1O)c1ccccc1 (centres undefined) | 6% | -1 | 4% | -28% | 7% | u | -1
O=C(NCC(c1ccco1)N1CCOCC1)c1ccc(Cl)cc1 (centres undefined) | 4% | x | x | 23% | -14% | 46%[activator] | x
CCOP(=O)(NC12CC3CC(CC(C3)C1)C2)NC12CC3CC(CC(C3)C1)C2 | -3% | -3 | 3% | 3.7µM* | 0% | 2.9µM* | -4
O=C(CCN1CCCCCC1)c1ccccc1 | -17% | 9 | -4% | 24% | 4% | u | -3
CC(C)[C@@H]1CC[C@@H](C)c2c(-c3ccccc3)n[nH]c21 | 1% | -13 | 0% | 37%[activator] | -4% | 68%[activator] | -5
O=C(O)CSc1cc(C(=O)c2ccccc2O)cn2c(=O)c3c4c(sc3nc12)CCCC4 | -2% | -5 | 4% | 21% | u | 86%[activator] | -7
O=C1CC(/C=C/c2ccccn2)=Nc2ccccc2N1 | -10% | 57* | 0% | u | 18% | 0% | 22*
CCCOC(=O)c1ccc(NC(=O)CCOc2ccccc2)cc1 | -6% | 22 | 1% | x | -5% | -19% | 13*
COc1cc(/C=C/c2c([N+](=O)[O-])c(=O)n(C)c(=O)n2C)cc(OC)c1OC | -1% | -19 | 7% | x | 2% | u | -3
CCC(C)(C)NC(=O)CN(C(=O)CNS(=O)(=O)c1ccc(F)cc1)c1ccc2c(c1)OCCO2 | -2% | -1 | -6% | -27% | 6% | 191%[activator] | -4
Cc1nnc(SCC(=O)NC(C)(C)C)n1NCc1c(F)cccc1Cl | -3% | -1 | -2% | 10% | -2% | 2.3µM* | -6
Cc1c(C)c2c(OCC(=O)NCc3ccncc3)cc3c(c2oc1=O)CCC(C)(C)O3 | 3% | -9 | -3% | u | -1% | 2.9µM* | -2
Cc1cccc(N(C(=O)c2ccco2)C(C(=O)NC2CCCC2)c2cccnc2)c1C (centres undefined) | 0% | -14 | 4% | u | -2% | 21% | -2
Cc1csc(NC(=O)c2cc3c(s2)CCCCC3)n1 | -22% | 2 | u | -77% | -9% | x | 15*
COc1ccc(OC)c(/C=N/NC(=O)c2ccc(Cn3cc([N+](=O)[O-])cn3)o2)c1 | -3% | -1 | 5% | 26% | 19% | 6% | -1
O=C(CCC(=O)c1ccc(F)cc1)NN1C(=O)NC2(CCCCC2)C1=O | 4% | x | x | u | 16% | -1% | x
CCC1CCCCN1C(=O)CSc1nc(C)cc(C)n1 (centres undefined) | -2% | -9 | -10% | -12% | -4% | -21% | 1
COC(=O)c1ccc(Cl)c(NC(=O)CSc2nnc(-c3ccncc3)o2)c1 | -1% | -5 | -4% | -19% | 63%[activator] | 4% | -4
COc1ccc(-c2noc(CCC(=O)NCCCN3CCN(c4ccc(F)cc4)CC3)n2)cc1 | 2% | -16 | 0% | u | -6% | u | 9
CCNC(=S)NNC(=O)c1cc(-c2cc(C)ccc2C)nc2ccccc12 | 0% | 8 | 0% | u | 78%[activator] | 5.2µM* | 13
COc1ccc(C2c3ccc4ccccc4c3Oc3ncn(CCCN(C)C)c(=N)c32)cc1 (centres undefined) | -19% | -11 | -7% | 1.7µM* | -3% | 1.7µM* | -7
COc1ccc(CC(=O)NCc2ccc3c(c2)OCO3)cc1 | -7% | -6 | 2% | x | 15% | 0% | 1
O=C1Nc2ccc(S(=O)(=O)N3CCOCC3)c3cccc1c23 | 3% | -2 | 6% | -4% | -2% | x | -2
COc1ccc(/C=C/C(=O)OC(C)C(=O)c2ccccc2)cc1OC (centres undefined) | 3% | x | x | 24% | 5% | 9% | x
CCCCn1nc2cc(C(=O)NC[C@@H]3CCCO3)ccc2c1OCC | 0% | -3 | -5% | -2% | -4% | 0% | -5
CC1SC(c2ccccc2)N(CC(O)c2ccc([N+](=O)[O-])cc2)C1=O (centres undefined) | 1% | 22 | -4% | 12µM* | -4% | 75%[activator] | -6
O=c1cc(C(F)(F)F)[nH]c(=S)n1-c1ccccc1 | u | -2 | 9% | 7% | 1% | 3% | 1
Cc1cccc(OCCCC(=O)Nc2ccc(S(=O)(=O)Nc3onc(C)c3C)cc2)c1C | -6% | -4 | 6% | -12% | -5% | -10% | -2
COc1ccccc1N1CCN(C2CCN(S(=O)(=O)c3ccc(NC(C)=O)cc3)CC2)CC1 | 21% | -6 | -10% | 6% | -5% | -11% | -1
CN(C)/C=C(\C#N)C(=O)Nc1ccc(O)cc1F | 2% | 18 | -8% | 18% | -10% | 43%[activator] | -3
Cc1cccc(-n2c(O)c(C=Nc3ccccc3O)c3ccccc3c2=O)n1 | -3% | 8 | 0% | u | u | -16% | -2
COc1cccc(CNC(=O)Cn2ccc([N+](=O)[O-])n2)c1 | -6% | 7 | 2% | 19% | 0% | u | 5
Nc1c(N=Nc2ccc(-c3ccc(N=Nc4cc(S(=O)(=O)O)c5ccccc5c4N)cc3)cc2)cc(S(=O)(=O)O)c2ccccc12 | -5% | -6 | x | -3% | x | 1% | 19
Cc1ccc2sc(NC(=O)C3CC3)nc2c1C | 1% | 63* | 3% | 39%[activator] | -7% | 49%[activator] | 36*
